GAA spleen mod: inhibitors or activators of human alpha-glucosidase in spleen homogenate | P10253 | Potency, µM (highest dose often 79.9 µM), without a hit: at the top dose activity change, negative = inhibition, most hits filed as inhibitors | AID 2112 | 240,000 compounds, 0.006% hits | human spleen homogenate, 4-MU-alpha-glucoside fluorescence;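 note: 0% = enzyme with vehicle and -100% = no enzyme basal signal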
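Compounds were titrated against alpha-glucosidase in spleen homogenate at pH 5.0, with 1 mM 4-methylumbelliferyl substrate for 40 min at 37 C. Reactions were quenched with pH 10 NaOH/glycine and fluorescence measured.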
GoLoco inh red: RGS12 GoLoco-Gai1 interaction inhibition | Potency, µM (doses to about 61.6 µM), for the others: at the top dose activity, negative = inhibition, hits mostly inhibitors | Gai1:RGS12 GoLoco peptide FP, rhodamine, 10 min | 230,000 compounds, 0.44% hits | P63096; active = well fitted inhibition curve with a large enough effect, not every such curve was filed as active; inactive = no such curve, though single readings can be large or run the other way; note: nearly all actives have a fitted effect of over 30% in size; many of its hits are not listed in these tables
Target sequence (P63096 whole entry, looked up): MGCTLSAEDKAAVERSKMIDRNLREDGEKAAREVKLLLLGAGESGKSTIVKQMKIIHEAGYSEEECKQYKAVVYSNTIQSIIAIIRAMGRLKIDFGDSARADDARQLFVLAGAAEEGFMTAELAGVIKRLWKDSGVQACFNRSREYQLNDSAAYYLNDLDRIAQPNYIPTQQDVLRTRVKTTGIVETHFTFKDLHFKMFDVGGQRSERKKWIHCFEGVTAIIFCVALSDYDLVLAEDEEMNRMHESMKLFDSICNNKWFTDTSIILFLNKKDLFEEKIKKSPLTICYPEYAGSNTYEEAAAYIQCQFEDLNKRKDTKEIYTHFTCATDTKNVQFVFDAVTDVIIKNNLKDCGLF
GAA glycogen: GAA glycogen-cleavage inhibition or activation; Potency, µM (titrated, usually from 76.4 µM), without a hit: top-dose activity change, negative = inhibition, usual class: inhibitors; 300,000 compounds, 0.38% hits; recombinant GAA, glycogen substrate, Amplex Red glucose oxidase fluorescence;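 note: 0% = full enzyme reaction and -100% = no-enzyme basal signal; the screen sought inhibitors and activators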
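Recombinant human enzyme (4 nM); glycogen substrate; 37 C, 40 min, pH 5.0. Readout: coupled glucose oxidase/Amplex Red fluorescence.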
TexasRed fluor: counter-screen for TRb-SRC2 inhibitors: fluorescence interference. TRb/SRC2 Texas Red total fluorescence interference. Potency, µM (doses to about 106 µM), without a hit: at the top dose fluorescence change, negative = quenching. 280,000 compounds, 0.29% hits. AID 1479; active = well fitted curve in either direction with a large enough effect; inconclusive = small, poorly fitted or top-dose-only effect
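Human TRβ ligand-binding domain (0.6 uM) and Texas Red SRC2 peptide (20 nM) in Tris buffer with 1 uM T3 and 5% DMSO were incubated with pinned compound for 5 hr at ambient temperature. Total fluorescence was computed as S + 2P (555/632 nm).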
TRb-SRC2 inh: disrupts binding of human TR beta to SRC2. 280,000 compounds, 0.065% hits. P10828. Potency, µM (highest dose often 106 µM), for the others: top-dose activity change, negative = inhibition, usual class: inhibitors. TRbeta-SRC2 peptide binding, fluorescence polarization; receptor liganded with 1 µM T3;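 note: plate controls were bound peptide for no effect and peptide without receptor for full effect; nearly all actives have a fitted effect of over 50% in size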
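Compounds were added to 0.6 uM TRb ligand-binding domain and 20 nM Texas Red-labeled SRC2 peptide in Tris buffer containing 1 uM T3, incubated 5 hr at ambient temperature, then read by fluorescence polarization.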
GAA inhib: alpha-glucosidase (human) inhibition; P10253; AID 1466; 200,000 compounds, 0.005% hits; Potency, µM (highest dose often 76.9 µM), for the others: at the highest dose activity change, negative = inhibition, most hits filed as inhibitors; purified human GAA, 4-MU-alpha-glucoside fluorescence;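 note: plate controls were uninhibited enzyme wells for no effect and no-enzyme background for full effect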
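Activity normalized between no-enzyme (basal) and enzyme-only wells. Conditions: 4 nM human enzyme, 400 uM fluorogenic substrate, citrate/phosphate pH 5.0 with Tween-20, 20 min room temperature, compounds up to 77 uM.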
RECQ1 inh: RECQ1 (human) helicase inhibition | RECQ1 DNA unwinding, red fluorescence kinetic read | Potency, µM (series often up to 57.3 µM), without a hit: at the top dose activity, negative = inhibition, actives largely listed as inhibitors | 240,000 compounds, 0.54% hits | P46063;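 note: plate controls were vehicle for no effect and no enzyme for full effect; nearly all actives have a fitted effect of over 30% in size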
Target sequence (P46063 whole entry, looked up): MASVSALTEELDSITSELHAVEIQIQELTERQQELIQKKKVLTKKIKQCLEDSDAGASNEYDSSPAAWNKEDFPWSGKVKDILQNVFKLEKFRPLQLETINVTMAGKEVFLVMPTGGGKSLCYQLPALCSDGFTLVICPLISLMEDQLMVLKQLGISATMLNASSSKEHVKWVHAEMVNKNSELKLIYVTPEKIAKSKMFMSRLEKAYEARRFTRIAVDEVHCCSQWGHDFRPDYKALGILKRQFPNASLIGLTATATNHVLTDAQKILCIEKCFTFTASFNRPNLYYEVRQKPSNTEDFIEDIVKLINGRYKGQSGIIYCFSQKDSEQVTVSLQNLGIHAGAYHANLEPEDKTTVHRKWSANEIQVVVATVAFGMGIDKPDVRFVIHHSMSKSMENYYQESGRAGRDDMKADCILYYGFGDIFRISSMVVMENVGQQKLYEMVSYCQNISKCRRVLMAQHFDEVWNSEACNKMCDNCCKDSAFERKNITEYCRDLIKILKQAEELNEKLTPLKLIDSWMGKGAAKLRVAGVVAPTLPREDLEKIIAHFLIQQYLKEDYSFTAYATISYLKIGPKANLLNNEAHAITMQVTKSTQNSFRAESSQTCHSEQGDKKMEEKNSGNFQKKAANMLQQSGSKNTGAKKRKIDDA
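RECQ1T1 50 nM; forked duplex (20 bp + 30-nt ss tails) 200 nM, ATP 2 mM final; pH 8.0, 2 mM MgCl2, 2.5 ug/ml poly(dI-dC); 15 min compound preincubation; discontinuous kinetic read over 2 h at RT.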
L3MBTL1 inh: L3MBTL1 (human) inhibition; Q9Y468; AID 485360; AlphaScreen L3MBTL1–H3K9me1 peptide binding; Potency, µM (top dose mostly 57.1 µM), for inactives: at the top dose activity, negative = inhibition, hits mostly inhibitors; 230,000 compounds, 0.66% hits; note: nearly all actives have a fitted effect of over 60% in size
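AlphaScreen proximity signal between nickel-chelate acceptor and streptavidin donor beads (final 10 ug/mL) reports binding of 50 nM L3MBTL1 to 75 nM biotin-H3 K9me1 peptide; complex incubated with compounds 30 min at room temperature; cefsulodin titration as control.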
Active calls of the source: *; i = inactive; ? = inconclusive; · = not tested or not shown; & = joins results of further samples; [ ] = another dose, or the depositor's remark. Unless noted, calls come from the whole dose curve; as a rule, active = well fitted curve in the direction sought with a large enough effect; inconclusive = small, poorly fitted or top-dose-only effect, or another doubt; inactive = no such curve, though single readings can be large; an effect the other way counts as inactive or inconclusive. Unless noted, % is set by controls: 0 for no effect and ±100 for the full control effect; potency is the fitted concentration of half-maximal effect. Only part of the results is shown (hit frequency here may not be typical).

SMILES	GAA spleen mod	GoLoco inh red	GAA glycogen	TexasRed fluor	TRb-SRC2 inh	GAA inhib	RECQ1 inh	L3MBTL1 inh
Cc1cc(/C=N/NC(=O)CC#N)c(C)n1-c1ccc([N+](=O)[O-])cc1	3%	-3%	13%	1%	2%	-7%	i	?
O=C(Nc1ccc2c(c1)OCO2)N1CCN(C/C=C/c2ccccc2)CC1	0%	11%	-1%	-2%	5%	-6%	-11%	-4%
COc1ccc(-c2cc(C(=O)NN)[nH]n2)cc1	-4%	16%	-24%	-2%	-9%	5%	7%	-10%
CC(=O)C1=C(Nc2ccc(C)cc2)CC(C)(O)C(C(C)=O)C1c1ccco1 (stereo not drawn)	9%	13%	-8%	0%	7%	-5%	-1%	·
O=C(O)CC(c1cccc(Cl)c1)n1cccc1 (stereo not drawn)	3%	1%	7%	-2%	-6%	-12%	i	·
O=[N+]([O-])c1ncn(Cc2ccccc2Cl)n1	2%	1%	-8%	0%	13%	-7%	i	13%
O=C(N/N=C\c1coc2ccccc2c1=O)c1ccco1	-2%	5%	2%	-1%	5%	-3%	-2%	0%
COc1cc2c(cc1OC)CN(C(=S)Nc1ccc(Cl)cc1)CC2	-1%	2%	8%	0%	-4%	·	-8%	-2%
O=C(CSc1nc2ccccc2nc1SCC(=O)N1CCOCC1)N1CCOCC1	-4%	7%	3%	-1%	4%	-5%	8%	0%
O=C(NCCC1=CCCCC1)C(=O)NCc1ccccc1	2%	-4%	9%	-1%	10%	0%	-1%	-17%
COc1ccc(/C=C/C(=O)O)cc1Cl	-1%	-51%	-4%	-5%	3%	·	-4%	9%
CCCOC(=O)C1[C@H]2C(=O)N(CC3CCCO3)C[C@]23C=C[C@H]1O3 (stereo partly drawn)	5%	7%	-1%	-2%	-14%	0%	-1%	5%
O=C1NCCNC1(c1c[nH]c2ccccc12)C(F)(F)F (stereo not drawn)	-7%	-5%	-6%	1%	-6%	-7%	-4%	·
CC(C)c1nc(CNC(=O)CC2C(=O)NCCN2Cc2ccoc2)cs1 (stereo not drawn)	-5%	-4%	9%	-3%	-1%	·	?	2%
CC(=O)Nc1cccc(Oc2ncnc3scc(-c4ccccc4)c23)c1	-3%	9%	-2%	5%	-1%	-1%	-5%	-4%
O=C(Nc1ncccc1O)c1cccc(S(=O)(=O)N2CCc3ccccc32)c1	-14%	-4%	-3%	0%	3%	-12%	4%	-3%
CCn1c(O)c(N=NC(=O)c2cccc(S(=O)(=O)N3CCCCC3)c2)c2ccccc21	-2%	44%[activator]	-12%	-5%	-9%	-13%	-2%	-21%
NC(=O)N=Nc1c(O)[nH]c2c(Br)cc(Br)cc12	-4%	-5%	1%	-7%	2%	8%	i	-11%
O=C(NNS(=O)(=O)c1ccc(F)cc1)C1CCN(Cc2cccc(F)c2)CC1	-9%	-3%	2%	0%	0%	-2%	0%	·
C/C(Nc1ccccc1)=C(/C#N)C(N)=O	-11%	0%	-13%	-7%	3%	5%	-13%	·
CCC(C)NC(=O)CSc1nc2scc(-c3ccccc3)c2c(=O)[nH]1 (stereo not drawn)	1%	17%	4%	1%	0%	-22%	-9%	0%
CC/S(=N\S(=O)(=O)c1ccc(C)cc1)c1ccccc1 (stereo not drawn)	-4%	0%	-6%	2%	0%	2%	i	7%
Cc1cc(-c2ccccc2)nc(N(C)NC(=O)C(C)(C)C)c1S(C)(=O)=O	·	-20%	-3%	-1%	-1%	-4%	i	10%
Nc1nc(NCC2CCCO2)nc(Nc2cccc(F)c2)c1[N+](=O)[O-] (stereo not drawn)	-3%	2%	6%	0%	1%	2%[15.4 µM]	-5%	6%
CCC1(C(=O)OC)NC(c2ccccc2OC)C2C(=O)N(C)C(=O)C21 (stereo not drawn)	-10%	8%	2%	-1%	-12%	1%	-3%	9%
COc1ccc(C2C(C(=O)c3sc(C)nc3C)=C(O)C(=O)N2CCN(C)C)cc1 (stereo not drawn)	-11%	7%	4%	-4%	9%	0%	-3%	-3%[11.4 µM]
Cc1ccc([N+](=O)[O-])cc1NC(=O)Nc1cccc(F)c1	1%	6%	4%	-2%	4%	-29%	14%	7%
CCOC(=O)c1ccc(NC(=O)C(=O)NCc2ccncc2)cc1	-6%	-8%	-1%	-2%	5%	3%	1%	35%[activator]
COc1ccc(CNC(=O)CCSCc2ccc(C)cc2)cc1	-10%	1%	1%	1%	-1%	-3%	-1%	·
CC(=O)Nc1ccc(NC(=O)C(Sc2ccccc2)c2ccccc2)cc1 (stereo not drawn)	4%	3%	1%	-1%	-3%	·	7%	5%

A second format for two compounds above.
Molecule | GAA spleen mod | GoLoco inh red | GAA glycogen | TexasRed fluor | TRb-SRC2 inh | GAA inhib | RECQ1 inh | L3MBTL1 inh
CCC1(C(=O)OC)NC(c2ccccc2OC)C2C(=O)N(C)C(=O)C21 (stereo not drawn) | -10% | 8% | 2% | -1% | -12% | 1% | -3% | 9%
CCC(C)NC(=O)CSc1nc2scc(-c3ccccc3)c2c(=O)[nH]1 (stereo not drawn) | 1% | 17% | 4% | 1% | 0% | -22% | -9% | 0%

Reformatted with each value named: entries from further up
Cc1cc(-c2ccccc2)nc(N(C)NC(=O)C(C)(C)C)c1S(C)(=O)=O
  GAA spleen mod: ·	GoLoco inh red: -20%	GAA glycogen: -3%	TexasRed fluor: -1%	TRb-SRC2 inh: -1%	GAA inhib: -4%	RECQ1 inh: i	L3MBTL1 inh: 10%
CCOC(=O)c1ccc(NC(=O)C(=O)NCc2ccncc2)cc1
  GAA spleen mod: -6%	GoLoco inh red: -8%	GAA glycogen: -1%	TexasRed fluor: -2%	TRb-SRC2 inh: 5%	GAA inhib: 3%	RECQ1 inh: 1%	L3MBTL1 inh: 35%[activator]
O=C1NCCNC1(c1c[nH]c2ccccc12)C(F)(F)F (stereo not drawn)
  GAA spleen mod: -7%	GoLoco inh red: -5%	GAA glycogen: -6%	TexasRed fluor: 1%	TRb-SRC2 inh: -6%	GAA inhib: -7%	RECQ1 inh: -4%	L3MBTL1 inh: ·
CCC(C)NC(=O)CSc1nc2scc(-c3ccccc3)c2c(=O)[nH]1 (stereo not drawn)
  GAA spleen mod: 1%	GoLoco inh red: 17%	GAA glycogen: 4%	TexasRed fluor: 1%	TRb-SRC2 inh: 0%	GAA inhib: -22%	RECQ1 inh: -9%	L3MBTL1 inh: 0%

(continued)
SMILES	GAA spleen mod	GoLoco inh red	GAA glycogen	TexasRed fluor	TRb-SRC2 inh	GAA inhib	RECQ1 inh	L3MBTL1 inh
CCCn1c(C)nc2c(NCCN3CCOCC3)nc(C)nc21	2%	-4%	·	1%	2%	·	-7%	·
CCN(CC)CCN1C(=O)C(O)=C(C(C)=O)C1c1ccc(OC)c(OC)c1 (stereo not drawn)	-5%	-7%	1%	2%	-13%	-3%	i	1%
CCOc1ccc(NC(=O)CSc2nnc(-c3ccncc3)n2CC2CCCO2)cc1 (stereo not drawn)	-8%	-15%	3%	-5%	-9%	-3%	-11%	30%[activator]
COc1cc2c(c(O)c1OC)-c1c(cc(OC)c(OC)c1OC)C[C@@H](C)[C@@H](C)C2	-6%	-4%	-26%	1%	-1%	·	-24%	·
Cc1cc2cc3c(cc2nc1SCc1ccc(C(=O)O)cc1)OCCO3	-9%	9%	-2%	5%	9%	-4%	-1%	-4%
C/C(=N\OCC(=O)Nn1c(C)nc2ccccc2c1=O)c1ccccc1	2%	-1%	-2%	-1%	0%	2%	i	11%
CCN(CC)CCCN1C(=O)C(=O)/C(=C(/O)c2ccc(C)cc2)C1c1ccccn1 (stereo not drawn)	-9%	1%	1%	2%	-12%	3%	4%	·
CCc1ccccc1NC(=O)Cn1cccc1C1=NC(c2ccccc2)CO1 (stereo not drawn)	2%	5%	9%	-1%	-5%	-9%	-6%	4%
Cc1ccc(NC(=O)c2ccc3ncsc3c2)cc1S(=O)(=O)N(C)C	4%	-9%	0%	0%	0%	·	2%	·
Cc1ccc(C(=O)Nc2ccc(F)cc2F)o1	-4%	10%	-8%	2%	6%	?	-1%	·
O=C(/C=C/c1ccc(O)cc1)c1ccccc1O	4%	46%[activator]	·	-4%	2%	·	0%	·
COc1cc(C(=O)O/N=C(\N)c2ccc([N+](=O)[O-])cc2)cc(OC)c1OC	-10%	9%	11%	-3%	-2%	4%	0%	-6%
CC(C)c1cc(C(F)(F)F)n2nc(C(=O)O)cc2n1	-5%	1%	7%	-6%	-6%	-1%	7%	·
CCN(CC)c1ccc(NC(=O)Cn2ncc3c(C)n(Cc4ccccc4F)c(C)c3c2=O)c(C)c1	6%	50%[activator]	4%[76.3 µM]	0%&2%	-2%&5%	-4%	4%	-13%
CC(Sc1sc(=S)sc1SC(C)C(=O)O)C(=O)O (stereo not drawn)	-11%	-4%	14%	-2%	-9%	4%	-9%	6%
CN(CC(=O)NC1CCCCCC1)S(=O)(=O)c1ccc2c(c1)n(C)c(=O)c(=O)n2C	-5%	1%	6%	1%	2%	4%	-6%	·
CN(C)C(CNC(=O)c1ccc2c(c1)S(=O)(=O)c1ccccc1C2=O)c1ccco1 (stereo not drawn)	-4%	1%	-27%	0%	2%	-3%	i	·
CN(C)c1nn(C(=O)Nc2ccc(Cl)cc2Cl)cc1-c1ccccc1	6%	0%	4%	-1%	-11%	?	-2%	36%[activator]
CC(C)C=O	3%	9%	·	-3%	1%	·	3%	·
COc1ccc(Cl)cc1NC(=O)CN1CCc2ccccc21	1%	15%	-18%	1%	3%	1%	-3%	-12%

Compound profiles, as listed above. Values in the order: GAA spleen mod | GoLoco inh red | GAA glycogen | TexasRed fluor | TRb-SRC2 inh | GAA inhib | RECQ1 inh | L3MBTL1 inh
Shown for CC(C)C=O = 3% | 9% | · | -3% | 1% | · | 3% | ·
Shown for CCN(CC)c1ccc(NC(=O)Cn2ncc3c(C)n(Cc4ccccc4F)c(C)c3c2=O)c(C)c1 = 6% | 50%[activator] | 4%[76.3 µM] | 0%&2% | -2%&5% | -4% | 4% | -13%

From PubChem
